NSD2 inh – inhibitors of human histone methyltransferase NSD2 | inhibition, % at 12.5 µM | AID 743445 | NSD2 peptide methylation, AlphaScreen, 120 min | actives 0.54% (n = 310,000); in the data active means inhibition above about 50%
DAGLB inhibitor – diacylglycerol lipase beta (human) inhibition; Q8NCG7; HEK293T DAGLB membrane lysate, EnzChek fluorogenic substrate; inhibition, % at 5.17 µM; actives 0.059% (n = 340,000); in the data active means inhibition above about 34%;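 further: 0% = enzyme with vehicle and 100% = wells lacking enzyme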
RTF Ca sens inh – cardiac RTF calcium desensitization. actives 0.12% (n = 340,000). P19429+P45379. inhibition, % at 7.15 µM. IANBD-labeled cardiac RTF, Ca2+ fluorescence. AID 493244;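 active means inhibition above the mean inhibition of all tested compounds plus 3 SD, cut at about 17% in these data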;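 further: assay run at fixed EC70 calcium of 1.6 mM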
PvdQ inh – P. aeruginosa PvdQ acylase inhibition. actives 0.063% (n = 340,000). AID 488965. purified PvdQ acylase, fluorescence plate reader. inhibition, % at 10 µM; in the data active means inhibition above about 30%, passing the limit was not always enough;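 further: 0% = vehicle neutral wells and 100% = reference inhibitor wells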
PKA-R2B activ – activators of human PKA-R2B complex | activation, % at 11.4 µM | actives 0.079% (n = 340,000) | P22694+P31323 | PKA-R2B holoenzyme dissociation, Cy5-IP20 fluorescence polarization; R2B truncated from residue 108, S112A mutant; 0% DMSO only, 100% 113 µM cGMP;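 active means activation above a cutoff set at the mean over all compounds plus 3 SD, cut at about 18% in these data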;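 further: higher means more holoenzyme dissociation and a rise in polarization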
Target sequence (P31323 whole entry, looked up, other chains not shown, the tested form may be a part): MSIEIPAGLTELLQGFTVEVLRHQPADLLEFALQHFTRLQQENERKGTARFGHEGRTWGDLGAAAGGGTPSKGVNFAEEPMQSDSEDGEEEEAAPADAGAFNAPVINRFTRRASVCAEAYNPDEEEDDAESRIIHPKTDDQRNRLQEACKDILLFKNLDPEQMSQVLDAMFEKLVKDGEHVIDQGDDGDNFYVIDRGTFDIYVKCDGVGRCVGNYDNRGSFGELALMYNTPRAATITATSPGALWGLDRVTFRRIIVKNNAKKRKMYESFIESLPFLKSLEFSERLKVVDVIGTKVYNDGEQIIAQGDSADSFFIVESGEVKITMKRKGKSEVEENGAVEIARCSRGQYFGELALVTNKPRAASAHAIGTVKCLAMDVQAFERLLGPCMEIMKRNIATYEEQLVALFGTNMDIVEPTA
Arrestin-AP2 inh – blocks beta-arrestin peptide binding to AP2 adaptin. AID 504490. inhibition, % at 10 µM. FITC-arrestin peptide / GST-AP2 beads, flow cytometry; AP2 beta2 appendage carries R879A mutation. actives 0.31% (n = 340,000);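 active means inhibition above a set limit, near 3 SD of compounds lacking own fluorescence, cut at about 54% in these data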;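 further: plate controls were DMSO wells for no effect and 5 µM unlabelled arrestin peptide for full effect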
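test system = AP2 appendage R879A on GSH beads | buffer or medium = PBS plus Tween 20 (0.05%) and BSA (0.1%) | incubation = 12 min plus 1 h, RT | detection = bead flow cytometry, FITC channel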
Keap1 Nrf2 FP – disrupts human Keap1 binding to Nrf2 peptide | Q14145 | Keap1 Kelch-Nrf2 peptide fluorescence polarization, 1536-well | inhibition, % at 9.4 µM | actives 0.15% (n = 340,000) | AID 504523; in the data active means inhibition above about 12%;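 further: human Keap1 Kelch domain with fluorescein labeled Nrf2 9mer peptide probe; 0% = neutral control wells and 100% = peptide positive control; higher means more block of Keap1 binding to Nrf2 peptide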
SR-BI HDL uptake – blocks mouse SR-BI lipid uptake from DiI-HDL. Q61009. ldlA[mSR-BI] CHO cells, DiI-HDL uptake fluorescence, 3 h. actives 0.96% (n = 320,000). AID 488896. inhibition, % at 12.5 µM;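 active means mean replicate inhibition of at least 70% and a set share of replicates each scoring 70 or more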;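 further: 0% = median of neutral control wells and 100% = median of positive control wells; values of inactives mirror those of a sister screen read the other way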
Target sequence (Q61009 whole entry, looked up): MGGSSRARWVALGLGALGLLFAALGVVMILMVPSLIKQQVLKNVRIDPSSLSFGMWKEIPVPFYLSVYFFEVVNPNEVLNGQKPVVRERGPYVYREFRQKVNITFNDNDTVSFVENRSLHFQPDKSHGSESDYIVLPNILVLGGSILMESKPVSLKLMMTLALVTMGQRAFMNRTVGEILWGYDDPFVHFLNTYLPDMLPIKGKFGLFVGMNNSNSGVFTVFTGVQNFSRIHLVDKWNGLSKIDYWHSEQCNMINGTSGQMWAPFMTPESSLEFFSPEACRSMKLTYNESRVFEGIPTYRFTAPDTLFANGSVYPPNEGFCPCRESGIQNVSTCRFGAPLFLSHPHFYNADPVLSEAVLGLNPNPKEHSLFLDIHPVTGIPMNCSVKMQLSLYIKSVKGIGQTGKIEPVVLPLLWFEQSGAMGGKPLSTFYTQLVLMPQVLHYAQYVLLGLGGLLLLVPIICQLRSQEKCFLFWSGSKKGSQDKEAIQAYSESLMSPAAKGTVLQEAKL
LANA DNA inh – inhibitors of KSHV LANA C-terminal domain DNA binding | inhibition, % at 9 µM | MBP-C-LANA/FAM-LBS DNA binding, fluorescence polarization | actives 0.078% (n = 340,000);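 active means highest replicate inhibition at or above 60% at 9 µM, even if other replicates fall short; inactive means all replicates below 60% inhibition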;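 further: 0% = neutral control wells and 100% = 4 µM acridine orange control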
SR-BI uptake up – enhances SR-BI lipid uptake from DiI-HDL | activation, % at 12.5 µM | actives 0.096% (n = 320,000) | CHO ldlA[mSR-BI] cells, DiI-HDL uptake fluorescence, 3 h; 100 = double the neutral-control signal | AID 504775;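 active means mean replicate activation of at least 60% and every replicate at or above 60%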;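 further: 0% = median plate neutral-control signal and 100% = twice that signal; values of inactives mirror those of a sister screen read the other way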
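Test system: SR-BI-overexpressing, LDLR-lacking CHO cells; Medium: Ham's F12 with 0.5% BSA, HEPES 25 mM, pH 7.4; Schedule: 3 h, 37 °C; Technique: bottom-read fluorescence, 550/595 nm.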
Active calls of the source: *; . = not tested or not shown.

The line under a structure holds: PKA-R2B activ | SR-BI HDL uptake | NSD2 inh | PvdQ inh | DAGLB inhibitor | RTF Ca sens inh | SR-BI uptake up | Arrestin-AP2 inh | Keap1 Nrf2 FP | LANA DNA inh
> CS(=O)(=O)N1CCC(C(=O)Nc2ccccc2Sc2ccccc2)CC1
  -5.7 | 13.7 | -1.9 | 1.5 | 0.1 | 10.9 | -13.7 | 16.3 | -1.1 | -2.7
> CN1CCC[C@@H]1CCNC(=O)c1cccc2c1C(=O)c1ccc(N3CCCC3)cc1S2(=O)=O
  2.5 | -8.4 | . | 3.9 | -3.5 | -27.6 | 8.4 | 25.9 | -33.5 | -2.5
> CCOc1ccc(NC(=O)CN2CCc3cc4c(cc3C2)OCCCO4)cc1OCC
  5.3 | -15.6 | -0.3 | -11.9 | -0.4 | -3.4 | 15.6 | -10.1 | -3.3 | 0.7
> CC(Oc1ccc(Cl)cc1Cl)c1ccnc(N)n1 (centres undefined)
  7.2 | -17.9 | -0.7 | -4.2 | 0.1 | -8.6 | 17.9 | 20.6 | 1.0 | 0.2
> CCC(C)(C)NC(=O)CCCSc1nc2ccccc2[nH]1
  -1.8 | . | 1.7 | -13.7 | -4.3 | -7.6 | . | -14.1 | 0.4 | -2.5
> CCc1nc(SCc2ccc(C(=O)OC)o2)n[nH]1
  -6.5 | -15.8 | 0.4 | -2.9 | -3.5 | 5.9 | 15.8 | 37.7 | -1.6 | 0.0
> O/N=C/c1ccc(-c2cc(Cl)ccc2Cl)o1
  9.3 | 6.4 | -0.6 | -1.8 | -3.2 | -2.9 | -6.4 | -7.6 | -0.3 | -0.4
> COc1cccc(C(CC(=O)O)NS(=O)(=O)c2ccc3c(c2)N(C(C)=O)CC(C)O3)c1 (centres undefined)
  -9.9 | -10.6 | -3.7 | 6.7 | -1.2 | -9.0 | 10.6 | 10.9 | -4.5 | -0.6
> Cc1ccc(C)c(NC(=O)Cn2nnc(C(=O)Nc3c(C)cccc3C)c2N)c1
  -3.2 | -1.1 | -24.9 | -11.0 | -3.0 | -7.0 | 1.1 | 0.5 | 0.3 | 1.6
> COc1cc(N)c(Cl)cc1C(=O)OCC(=O)Nc1ccc(N2CCOCC2)cc1
  5.8 | 19.1 | 0.5 | -2.6 | -1.5 | 1.1 | -19.1 | 29.5 | 4.0 | 0.8
> O=C(NNc1ncccc1-n1cccc1)c1ccc(Cl)cc1
  8.7 | 3.6 | -1.2 | -17.2 | 0.6 | 1.7 | -3.6 | 5.8 | 2.1 | 1.2
> Cc1ccc2occ(-c3nn[nH]n3)c(=O)c2c1
  11.2 | -8.9 | -0.9 | 4.1 | -1.3 | -16.0 | 8.9 | -2.0 | 1.5 | 1.0
> COc1cccc(NC(=O)CCS(=O)(=O)c2ccc(Br)cc2)c1
  11.3 | -25.9 | -2.6 | 0.1 | -2.9 | -5.7 | 25.9 | -10.1 | 3.4 | 0.7
> COc1ccc(-c2cn(Cc3ccc4ccccc4c3)nn2)cc1
  11.7 | -20.5 | . | -6.8 | -5.7 | -3.9 | 20.5 | 12.5 | 2.8 | -2.2
> Cc1cc2oc(=O)c(CC(=O)NCCCO)c(C)c2c2occ(C(C)(C)C)c12
  4.1 | -16.3 | 3.2 | 7.0 | -0.8 | -3.2 | 16.3 | 41.3 | 5.0 | -2.4
> Cc1cc(CNC(=O)C2CCC(=O)N(CCc3cccc(F)c3)C2)nn1C (centres undefined)
  -1.8 | -15.7 | -3.1 | -8.4 | -2.4 | -0.8 | 15.7 | -0.1 | -8.1 | 0.1
> O=C(NCCc1ccccc1)c1nc(CS(=O)(=O)c2ccc(Cl)cc2)no1
  6.1 | -2.7 | -5.1 | 0.6 | 0.2 | -5.0 | 2.7 | 12.0 | 0.7 | -0.7
> CCS(=O)(=O)N1CCN(C(=O)c2cc(OC)cc(OC)c2)CC1
  -6.3 | -7.9 | -4.6 | 4.6 | 0.4 | 7.4 | 7.9 | 25.0 | -3.3 | 1.4
> CC(=O)c1cc(CN2CCN(Cc3ccccc3)C(CCO)C2)cs1 (centres undefined)
  -4.3 | -6.5 | . | -8.7 | 0.3 | 1.4 | 6.5 | 5.9 | -0.4 | 0.2
> O=C(c1ccc(Cl)s1)N1CCN(S(=O)(=O)c2ccc(Cl)cc2)CC1
  6.2 | -23.6 | -2.2 | -2.5 | -5.3 | -0.5 | 23.6 | -0.7 | -1.1 | -0.9
> Cc1nc(NS(=O)(=O)c2ccccc2)sc1C(=O)N/N=C/c1ccccc1
  -1.7 | . | -2.3 | -10.2 | 5.4 | -5.0 | . | -3.9 | -6.0 | -2.7
> O=C(NCCN=C1NS(=O)(=O)c2ccccc21)c1ccncc1
  10.0 | -10.8 | -3.3 | -1.6 | -1.1 | -6.9 | 10.8 | 13.3 | -1.3 | 1.0
> CSc1nc(N(C)C)nc(N2CC(=O)N(CCNS(=O)(=O)c3ccc(C)cc3)C2=N)n1
  10.2 | -9.4 | -0.6 | -0.5 | 0.2 | -0.3 | 9.4 | 3.7 | 3.1 | 2.4
> O=C(Nc1nnc(SCc2ccc(F)cc2)s1)c1ccc2c(c1)C(=O)N(c1ccccc1Cl)C2=O
  3.0 | 14.0 | 6.1 | -12.4 | -0.7 | -1.4 | -14.0 | 2.5 | 0.2 | 0.0
> COc1ccc(S(=O)(=O)N(C)c2ccc(C(=O)N3CCC(C(N)=O)CC3)cc2)cc1
  0.9 | -5.7 | -3.6 | -4.9 | 0.2 | 2.0 | 5.7 | -12.5 | -0.9 | -0.1
> O=C(NCCOc1ccccc1)c1cccc(S(=O)(=O)NCc2ccccc2)c1
  -1.4 | 2.6 | 0.0 | -8.6 | 2.9 | -4.7 | -2.6 | 2.4 | -4.2 | -1.1
> CN1CCC(N(C)C(=O)COc2ccc(S(=O)(=O)N3CCOCC3)cc2)CC1
  9.4 | . | 2.2 | -16.5 | 0.6 | -4.3 | . | -11.0 | -3.9 | -2.6
> CC(C)(C)C(=O)Cn1ncc(N2CCOCC2)c(Cl)c1=O
  -2.5 | -31.9 | -6.8 | -6.4 | 0.2 | -7.1 | 31.9 | 25.6 | 2.4 | -1.0
> COC(=O)c1c(NC(=O)CCC(=O)O)sc(Cc2ccccc2)c1C
  -9.2 | -11.4 | 0.5 | -12.0 | 3.0 | -5.2 | 11.4 | -10.0 | -5.4 | -0.4
> CC(C)=CCOc1ccc2ccc(=O)oc2c1
  -6.9 | 7.5 | . | 5.5 | -6.2 | 2.2 | -7.6 | 4.3 | 4.9 | -1.2
> COc1cc(-c2[nH]ncc2CN2CCSCC2)cc(OC)c1OC
  8.5 | . | 2.2 | -9.2 | -0.6 | 1.4 | . | -0.6 | -2.1 | 0.0
> O=C(COC(=O)C1CCC1)Nc1ncc(Cl)cc1Cl
  6.2 | -16.8 | -3.6 | -2.5 | -1.6 | 8.7 | 16.8 | 8.7 | -2.7 | 3.9
> c1ccc(Oc2ncnc3sccc23)cc1
  0.4 | -3.6 | -5.3 | -13.7 | -6.5 | -4.4 | 3.6 | -13.3 | -5.6 | 0.8
> COCCCNC(=S)NC(=O)c1ccc(C)cc1
  -1.6 | . | 0.8 | -0.1 | -3.4 | 8.7 | . | 8.0 | -3.7 | 1.2
> CC1(C)CC(=O)/C(=C(\O)c2ccccc2)C(=NCCc2ccccc2)C1
  -4.5 | -10.1 | -0.1 | 13.0 | 1.0 | -20.1 | 10.1 | 1.3 | 5.1 | 0.7
> Cc1cc(=O)oc2c(C)c(OC(C)C(=O)NCC3CCC(C(=O)O)CC3)ccc12 (centres undefined)
  -4.3 | -20.1 | . | -6.1 | -1.0 | -2.8 | 20.1 | -7.6 | -3.7 | 1.1
> Cc1nc(SCC(=O)N2CCOCC2)c2c(=O)n(C)c(=O)n(C)c2n1
  -3.6 | -14.3 | . | 5.0 | -2.5 | -3.8 | 14.3 | 21.1 | 0.9 | -5.3
> CCOC(=O)c1cc2[nH]c3ccccc3c2[n+](-c2ccc([N+](=O)[O-])cc2)c1C
  5.0 | -8.0 | -4.7 | -8.1 | -2.1 | -2.1 | 8.0 | -0.9 | -5.6 | 0.6
> CCC(=O)c1ccc(OCC(=O)Nc2nn3cnnc3s2)cc1
  -8.3 | -37.4 | -0.3 | 5.0 | 0.8 | -11.4 | 37.4 | 30.9 | -0.6 | 1.2
> Cc1ccc(CNC(=O)C2CC(c3ccccc3[N+](=O)[O-])=NO2)o1 (centres undefined)
  -10.9 | -19.9 | . | 0.7 | -2.9 | -4.2 | 19.9 | 21.4 | -0.7 | 3.8
> COCCn1nnnc1C(C(C)C)N1CCOCC1 (centres undefined)
  -8.5 | 10.5 | -0.7 | 15.2 | 0.0 | -2.8 | -10.5 | 10.5 | 4.8 | 1.1
> Cc1ccc(NC(=O)Nc2cc(S(=O)(=O)N(C)C)ccc2C)cc1
  -10.6 | 10.5 | 0.1 | 28.9 | -0.8 | -5.2 | -10.5 | 8.5 | 1.0 | -1.8
> O=C(NCCCN1CCOCC1)c1cc2cc(Br)ccc2oc1=O
  4.5 | -26.9 | -1.5 | -0.8 | 2.4 | 0.0 | 26.9 | 26.3 | -6.9 | -0.1
> Cc1nn(CC(=O)NCCc2cccs2)c(=O)c2nn(-c3ccccc3)c(C)c12
  1.1 | -4.2 | 0.2 | 9.1 | -4.8 | -0.8 | 4.2 | -7.8 | -5.1 | 0.4
> Nc1nc2ccc(O)cc2s1
  -0.1 | 4.9 | -1.0 | -10.2 | -0.3 | 9.4 | -4.9 | 3.4 | -2.5 | -0.4
> O=c1ccc(NS(=O)(=O)c2ccc(Cl)cc2)cn1Cc1ccc(Cl)c(Cl)c1
  -4.2 | -2.4 | -0.6 | 7.1 | 4.7 | -26.0 | 2.4 | -2.8 | -5.9 | 3.9
> O=C(NCc1ccc2c(c1)OCO2)C(=O)NCC1OCCN1S(=O)(=O)c1ccc(F)cc1 (centres undefined)
  -7.2 | -6.4 | -2.2 | -11.5 | 1.5 | -10.4 | 6.4 | 25.9 | 1.4 | -0.9
> CCOC(=O)C1C(=O)OC(C)(C)C1C(C)C(=O)c1ccc(OC)cc1 (centres undefined)
  3.7 | -9.3 | -1.0 | -10.7 | 0.0 | 0.9 | 9.3 | -10.3 | -2.2 | -0.2

Part of the list above with just LANA DNA inh:
| Structure | LANA DNA inh |
| --- | --- |
| c1ccc(Oc2ncnc3sccc23)cc1 | 0.8 |
| COCCCNC(=S)NC(=O)c1ccc(C)cc1 | 1.2 |

Assay outcomes (PubChem BioAssay)
